# BRCA1 expr act – increases BRCA1 expression. MCF7-BRCA1-FFLuc reporter, luminescence, 48 h; response scale: scaled: vehicle 0%, 10 µM genistein 100%. Potency, µM (doses to about 46.1 µM), without a hit: at the highest dose activation, most hits filed as activators. hit rate 1.1% among 380,000; further: nearly all actives have a fitted effect of over 80% in size; some results filed as inactive show a strong effect at the top dose
#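 48 h compound treatment of MCF7-BRCA1-FFLuc cells (phenol-red free MEM, 37 °C), then 15 min with luciferase substrate and luminescence imaging.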
# FLuc counter – inhibits or activates purified firefly luciferase, miR-21 counter-screen; P08659; purified FLuc, Km substrates, luminescence inhibition; Potency, µM (series often up to 57.5 µM), inactives show top-dose activity change, negative = inhibition, most hits filed as inhibitors; hit rate 6.9% among 360,000;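 further: plate controls were vehicle for no effect and reference inhibitor for full effect; nearly all actives have a fitted effect of over 55% in size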
# Target sequence (P08659 whole entry, looked up): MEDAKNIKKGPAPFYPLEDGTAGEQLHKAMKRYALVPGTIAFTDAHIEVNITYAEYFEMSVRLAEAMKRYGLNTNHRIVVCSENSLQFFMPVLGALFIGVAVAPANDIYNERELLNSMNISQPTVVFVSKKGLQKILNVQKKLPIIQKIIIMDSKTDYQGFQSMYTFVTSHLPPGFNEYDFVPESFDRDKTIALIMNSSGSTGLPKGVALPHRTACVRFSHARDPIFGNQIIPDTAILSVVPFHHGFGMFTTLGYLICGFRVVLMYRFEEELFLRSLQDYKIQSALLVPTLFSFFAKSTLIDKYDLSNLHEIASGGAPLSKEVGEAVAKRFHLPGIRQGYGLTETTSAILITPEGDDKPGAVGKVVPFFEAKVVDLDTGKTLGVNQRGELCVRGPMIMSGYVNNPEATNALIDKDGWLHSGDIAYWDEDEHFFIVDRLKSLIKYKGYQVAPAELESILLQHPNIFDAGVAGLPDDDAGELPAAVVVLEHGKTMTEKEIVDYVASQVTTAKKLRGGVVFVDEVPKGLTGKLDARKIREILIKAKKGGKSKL
#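 Biochemical qHTS of compounds, final roughly 60 µM downward over six points, against 10 nM purified firefly luciferase using Km concentrations of substrates (10 uM D-luciferin, 10 uM ATP) in Tris acetate pH 7.5 buffer; luminescence output.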
# An asterisk follows results filed as active; ? = inconclusive. The call rests on the fitted dose curve; in most records, active means well fitted curve in the direction sought with a large enough effect; inconclusive means small, poorly fitted or top-dose-only effect, or another doubt; inactive means no such curve, though single readings can be large; an effect the other way counts as inactive or inconclusive. Potency means the concentration at half of the fitted maximal effect. Only part of the results is shown, so the mix of outcomes need not match the whole.
SMILES,BRCA1 expr act,FLuc counter
CC(=O)N1c2ccc(S(=O)(=O)N3CCCCCC3)cc2CC1C(=O)NCc1cccc(F)c1 (centres undefined),17%,-5%
CCc1ccc(NC(=O)c2cc(S(=O)(=O)N3CCCC(C)C3)cn2C)cc1 (centres undefined),0%,-1%
COc1ccc(-n2c(=O)c3ccc(C(=O)NCc4ccc(C)cc4)cc3n(Cc3ccc(F)cc3Cl)c2=O)cc1,3%,-1%
COc1cccc(CNC(=O)CSc2cc(C)[nH]c(=O)n2)c1,8%,2%
Cc1ccc(N2C(=O)CS(=O)(=O)C23C(=O)N(Cc2cccc(F)c2)c2ccccc23)cc1Cl (centres undefined),-28%,2%
CCOc1ccccc1NC(=O)c1cc2c(Cl)nc3ccccc3c2s1,12%,0%
COc1cc(-c2nc(C(N)=O)c3c(n2)n(-c2cccc(C)c2)c(=O)n3C)cc(OC)c1OC,0%,5%
COc1ccccc1CNC(=O)CCCCn1c(=O)c2ccccc2n(Cc2ccccc2F)c1=O,-5%,-4%
COc1ccc(-c2nc3ccccc3o2)cc1NC(=O)c1cc([N+](=O)[O-])ccc1N1CCOCC1,12%,3%
O=C(Nc1ccc(Br)cc1F)c1ncoc1-c1ccco1,-3%,-7%
Cc1cccc(NC(=O)CSc2nc(=O)n(Cc3ccccn3)c3c2CCC3)c1C,0%,-7%
Cc1cc(O)c(C(=O)c2cnc3c(c2)COc2ccccc2-3)cc1Cl,-1%,-10%
Cc1ccc(NC(=O)c2c(C)nn(-c3ccccc3)c2-n2cccc2)c(Cl)c1,0%,-7%
COc1ccc(Cl)cc1NS(=O)(=O)c1cc(Br)cc2c1N(C(=O)C1CC1)CC2,-18%,1%
COc1ccc(NC(=O)c2oc3ccccc3c2NC(=O)c2cc(OC)c(OC)c(OC)c2)cc1,-32%,-1%
COc1ccc2oc(=O)c(C(=O)N3CCN(c4cc(Cl)ccc4Cl)CC3)cc2c1,4%,-13%
Cc1cccc(-c2nnn3c2nc(NCc2ccccc2)c2ccccc23)c1,10%,-1%
Cc1ccc2c(CNCc3cccs3)c(C(=O)O)n(Cc3ccc(F)cc3)c2c1,-13%,-10%
CCc1ccc(N2C(=O)N(CC(=O)C(C)(C)C)c3ccccc3S2(=O)=O)cc1,2%,0%
CCc1ccc(NC(=O)CSc2nc(=O)n(Cc3ccccn3)c3c2CCC3)cc1,-24%,-10%
CCC(C(=O)Nc1cc(OC)ccc1OC)n1c(=O)c(C(F)(F)F)nc2ccccc21 (centres undefined),0%,-1%
CCn1cc(C(=O)OCC(=O)Nc2cc(Cl)ccc2C)c(=O)c2ccc(C)nc21,-5%,-1%
CCOc1ccc(C(=O)Nc2ccc3nc(SCCOc4ccccc4)sc3c2)cc1,0%,3%
CCc1ccccc1NC(=O)Cn1c(=O)n(Cc2ccco2)c(=O)c2sc3ccccc3c21,6%,-1%
Cc1ccc(-c2nc3cc(Cl)ccc3o2)cc1NC(=O)c1cc([N+](=O)[O-])ccc1N1CCOCC1,10%,?

# Continuation:
SMILES,BRCA1 expr act,FLuc counter
Cc1ccc(C)c(NC(=O)CCS(=O)(=O)c2cccc3nsnc23)c1,12%,-5%
COc1ccc(CCNC(=O)c2ccc3c(c2)N(Cc2cccc(C)c2)C(=O)c2ccccc2S3(=O)=O)cc1OC,-21%,-4%
Cc1cc(C)cc(NC(=O)CCS(=O)(=O)c2cc3c4c(c2)CCN4C(=O)CC3)c1,6%,-2%
CCS(=O)(=O)N1CCc2cc(C(=O)Nc3ccc(C(=O)OC)cc3)ccc21,9%,-8%
CCOc1ccccc1NC(=O)Cn1c(=O)n(Cc2ccccc2)c(=O)c2cccnc21,0%,-6%
COc1ccc2oc(-c3cccc(NC(=O)c4sc5c([N+](=O)[O-])cccc5c4Cl)c3)nc2c1,13%,-4%
CCN(CC)CCNC(=O)c1ccc2c(=O)n3nc(Nc4ccccc4OC)sc3nc2c1,-62%,6%
COc1cccc(NC(=O)Cn2c(=O)n(Cc3ccccc3)c(=O)c3c2c2cc(C)ccc2n3C)c1,13%,0%
O=C(O)Cn1nc(N2CCN(c3ccccc3)CC2)ccc1=O,6%,4%
Cc1ccc(NC(=O)CSc2nc3ccc(NC(=O)CCc4ccccc4)cc3s2)c(C)c1,8%,-3%
COc1cccc(N2C(=O)N(CC(=O)NCc3cccc(OC)c3OC)c3ccccc3S2(=O)=O)c1,-5%,0%
COc1ccccc1N(CC(=O)N1CCC(C)CC1)S(=O)(=O)c1ccc(C)cc1,-2%,5%
Cc1ccc(OCC(=O)Nc2cccc(-c3nc4ccccc4o3)c2C)cc1C,-25%,-1%
Cc1ccccc1CNC(=O)Cc1ccc(NC(=O)N2CCCCc3ccccc32)cc1,-8%,-29%
CCCCCn1c(CNC(=O)c2ccccc2)nc2ccccc21,-6%,-1%
Cc1ccc2oc(=O)c3cc(C(=O)NCc4ccc(Cl)cc4)sc3c2c1,-2%,2%
Cc1ccccc1NC(=O)C1CCN(C(=O)c2cnn(-c3ccccc3)c2-n2cccc2)CC1,-11%,1%
Cc1ccccc1C(=O)Nc1c(C(=O)Nc2cccc(F)c2)oc2ccccc12,-16%,-4%
CCOc1ccc(CNC(=O)C2CCN(S(=O)(=O)N3CCC(C)CC3)CC2)cc1OC,-16%,2%
CC(C)CCNC(=O)Cc1ccc(NC(=O)N2CCCCc3ccccc32)cc1,4%,-19%
CC(C)(C)C(=O)Nc1ccc2nc(SCCOc3ccccc3Cl)sc2c1,-18%,-2%
Cc1ccc(C)c(NC(=O)Cn2c(=O)n(Cc3ccco3)c(=O)c3ccc(C(=O)NC4CCCC4)cc32)c1,1%,-1%
CCOc1ccc2c(c1)c(=O)c(S(=O)(=O)c1ccc(C)cc1)cn2CC(=O)Nc1ccc(C)cc1,5%,1%
Cc1ccc(S(=O)(=O)c2cn(CC(=O)Nc3cccc(Cl)c3)c3ccccc3c2=O)cc1,2%,-5%
CSCCC(NS(=O)(=O)c1ccc2c(c1)oc(=O)n2C)C(=O)Nc1ccc(Cl)cc1 (centres undefined),0%,0%

# Some of the entries so far, with values under each structure:
# Values run as follows: BRCA1 expr act, FLuc counter
Cc1ccc(OCC(=O)Nc2cccc(-c3nc4ccccc4o3)c2C)cc1C
  -25%, -1%
Cc1ccccc1CNC(=O)Cc1ccc(NC(=O)N2CCCCc3ccccc32)cc1
  -8%, -29%
CCCCCn1c(CNC(=O)c2ccccc2)nc2ccccc21
  -6%, -1%
Cc1ccc2oc(=O)c3cc(C(=O)NCc4ccc(Cl)cc4)sc3c2c1
  -2%, 2%
Cc1ccccc1NC(=O)C1CCN(C(=O)c2cnn(-c3ccccc3)c2-n2cccc2)CC1
  -11%, 1%
Cc1ccccc1C(=O)Nc1c(C(=O)Nc2cccc(F)c2)oc2ccccc12
  -16%, -4%
CCOc1ccc(CNC(=O)C2CCN(S(=O)(=O)N3CCC(C)CC3)CC2)cc1OC
  -16%, 2%
CC(C)CCNC(=O)Cc1ccc(NC(=O)N2CCCCc3ccccc32)cc1
  4%, -19%
CC(C)(C)C(=O)Nc1ccc2nc(SCCOc3ccccc3Cl)sc2c1
  -18%, -2%
Cc1ccc(C)c(NC(=O)Cn2c(=O)n(Cc3ccco3)c(=O)c3ccc(C(=O)NC4CCCC4)cc32)c1
  1%, -1%
CCOc1ccc2c(c1)c(=O)c(S(=O)(=O)c1ccc(C)cc1)cn2CC(=O)Nc1ccc(C)cc1
  5%, 1%
Cc1ccc(S(=O)(=O)c2cn(CC(=O)Nc3cccc(Cl)c3)c3ccccc3c2=O)cc1
  2%, -5%
CSCCC(NS(=O)(=O)c1ccc2c(c1)oc(=O)n2C)C(=O)Nc1ccc(Cl)cc1 (centres undefined)
  0%, 0%

# Further results
SMILES,BRCA1 expr act,FLuc counter
Cc1ccc(-n2c(=O)c3ccc(C(=O)NCc4ccco4)cc3n(CC(=O)Nc3ccc(C)c(F)c3)c2=O)cc1,-4%,-1%
O=C(CN1C(=O)C2(SCC(=O)N2c2ccc(F)cc2)c2ccccc21)NC1CCCCC1 (centres undefined),-15%,1%
Cc1ccc(OCC(=O)Nc2ccc3nc(SCC(=O)N(C)c4ccccc4)sc3c2)cc1,-34%,-10%
CCOC(=O)c1ccc(OCC2c3cc(OC)c(OC)cc3CCN2C(=O)c2ccc(S(=O)(=O)N3CCCC3)cc2)cc1 (centres undefined),-11%,-1%
CCOCCCn1c(=N)c(C(=O)NCc2cccnc2)cc2c(=O)n3ccccc3nc21,4%,6%
CC(=O)Nc1ccc(NS(=O)(=O)c2cc(Br)cc3c2N(C(=O)C2CC2)CC3)cc1,6%,-3%
C[C@H](NC(=O)OC(C)(C)C)c1nnc(SCc2ccc(Cl)cc2Cl)o1,-13%,-17%
CCOC(=O)c1c(NC(=O)c2ccc(S(=O)(=O)N3CCC(C)CC3)cc2)sc2c1CCN(CC)C2,-18%,-2%
COc1ccccc1CNc1cc(-c2ccccc2)nc2nncn12,-1%,-16%
CCc1ccc(S(=O)(=O)c2cn(CC(=O)Nc3ccc(F)c(Cl)c3)c3ccccc3c2=O)cc1,0%,-3%
COc1ccccc1Nc1sc(C(=O)c2ccc(F)cc2)c(N)c1S(=O)(=O)c1ccc(C)cc1,-3%,1%
COc1ccccc1NC(=O)N(Cc1nnc2n1CCCCC2)c1ccc(F)cc1,0%,5%
COc1ccc(NC(=O)c2ccc3c(=O)n4nc(Nc5ccccc5C)sc4nc3c2)cc1Cl,7%,-3%
CCn1c(CNC(=O)C23CC4CC(CC(C4)C2)C3)nnc1SCC(=O)Nc1ccc(F)cc1,-7%,1%
CCOc1cccc(C2c3[nH]c4ccccc4c3CCN2C(=O)Cc2cccc(OCC)c2OCC)c1 (centres undefined),-36%,-1%
CCCCCNC(=O)CCCCCn1c(=O)[nH]c2ccsc2c1=O,2%,1%
COc1ccccc1C1c2c(-c3ccc(Cl)cc3)n[nH]c2C(=O)N1c1ccc(C)cc1 (centres undefined),-64%,1%
CCOC(=O)c1c(C)c(C(=O)NCc2ccc(OC)cc2)c(C)n1CC,0%,1%
CC(C)C(=O)Nc1ccc2nc(SCCOc3ccccc3)sc2c1,22%,2%
Cc1cccc(-c2nc(Cn3c(SCc4cc(C)ccc4C)nc4ccncc43)c(C)o2)c1,5%,-17%
CCOC(=O)N1CCC(NC(=O)c2ccc3c(c2)N(Cc2ccccc2)C(=O)c2ccccc2S3=O)CC1 (centres undefined),-1%,-4%
COC(=O)c1c(C)oc2ccc(N(C(=O)c3ccncc3)S(=O)(=O)c3cc(C)ccc3C)cc12,-30%,2%
Cc1ccn2c(=O)c(C(=O)NCCc3ccc(S(N)(=O)=O)cc3)c(O)nc2c1,6%,-4%
CCOc1ccc(C(=O)c2cn(CC(=O)Nc3ccc4c(c3)OCO4)c3ccc(OC)cc3c2=O)cc1,4%,-2%
CN(C)c1ccc(-c2nc(-c3ccccn3)no2)cc1[N+](=O)[O-],0%,?

# Other structures follow:
SMILES,BRCA1 expr act,FLuc counter
COc1ccc(CNC(=O)CSc2nc(-c3ccc(OC)c(OC)c3)cc(C(F)(F)F)n2)cc1,4%,-5%
CC(C)c1ccc(N2C(=O)CSC23C(=O)N(Cc2ccccc2F)c2ccccc23)cc1 (centres undefined),1%,3%
CCOc1ccc(NC(=O)C2CCCN(S(=O)(=O)c3cccc4nonc34)C2)cc1 (centres undefined),3%,-5%
O=C(c1ccc2c(c1)N(Cc1ccc(Cl)cc1)C(=O)c1ccccc1S2(=O)=O)N1CCCCCC1,-56%,6%
CCOc1ccc(C(=O)Nc2cc(-c3nc4cc(OC)ccc4o3)ccc2C)cc1[N+](=O)[O-],-9%,6.7µM*
CCOC(=O)c1[nH]c2ccccc2c1NC(=O)c1ccc(Br)cc1,0%,2%
COc1ccc(-c2nc3sc(CCNC(=O)c4cc(Cl)ccc4OC)c(C)n3n2)cc1,-9%,7.6µM*
CC(C)c1ccc(C(=O)CC2(O)C(=O)N(CCc3ccccc3)c3ccc(Cl)cc32)cc1 (centres undefined),-74%,-10%
CCN1CCOC(=O)C1CC(=O)Nc1ccc(C)c(Cl)c1 (centres undefined),4%,-6%
CCOc1ccc(C(=O)c2cn(CC(=O)Nc3ccc(F)cc3)c3cc4c(cc3c2=O)OCO4)cc1,-28%,-7%
COc1ccccc1N1CCN(C(=O)CN2C(=O)COc3ccc(S(=O)(=O)N4CCC(C)CC4)cc32)CC1,-3%,-8%
Cc1cc(Nc2ccc(C)c(Cl)c2)n2nc(-c3ccccc3)nc2n1,0%,-4%
CCOC(=O)c1c(C)[nH]c(C)c1S(=O)(=O)N1CCC(C(=O)Nc2ccc(C)c(N(C)C)c2)CC1,7%,-2%
COc1cc(OC)c(NC(=O)c2ccc(-n3cnc4cccnc43)cc2)cc1Cl,0%,0%
CCCOC(=O)CSc1nnc(-c2ccccc2)o1,11%,-10%
Cc1ccc2oc(=O)c3cc(C(=O)N4CCN(c5ccccc5)CC4)sc3c2c1,2%,-1%
CN(C(=O)c1cc2c(=O)oc3ccccc3c2s1)c1ccc(F)cc1,3%,-5%
Cc1ccccc1CNC(=O)CCS(=O)(=O)c1cc2c3c(c1)CCN3C(=O)CC2,-4%,-1%

# Screening results: PubChem BioAssay, National Center for Advancing Translational Sciences (NCATS)
